PGC1a acetyl inh = inhibitors of PGC1a acetylation signal, primary screen, cell-based, U2OS, AlphaScreen, inhibitor mode; AlphaScreen anti-acetyl-lysine; with virally co-expressed GCN5 acetyltransferase; inhibition, % at 15.6 µM; hit rate 0.17% among 350,000; AID 651687, 2012;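 active means every replicate shows inhibition of at least 40%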;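 further: 0% = neutral control wells and 100% = positive control wells; some results beyond the cut were filed as inactive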
S100A4 inh HTS = inhibitors of S100A4-myosin IIA peptide binding, primary screen, biochemical, fluorescence polarization, TAMRA-MyoIIA peptide. Protein S100-A4 (Homo sapiens), P26447. inhibition, % at 10.7 µM. hit rate 0.14% among 360,000. AID 652163, 2013;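 active means mean inhibition of at least 70% across replicates, with every replicate also reaching that level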
Target sequence (P26447 whole entry, looked up): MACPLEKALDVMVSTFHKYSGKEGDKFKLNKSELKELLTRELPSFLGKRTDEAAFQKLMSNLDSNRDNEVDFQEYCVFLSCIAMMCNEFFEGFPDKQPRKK
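Test system – S100A4 monomer (human) · Compound – single-point compound testing · Schedule – 5 min incubation before reading · Probe or stimulus – TAMRA-labelled myosin IIA heavy-chain peptide probe, 5 nM · Benchmarks – neutral control DMSO, positive control TFP · Medium – Calcium-containing HEPES buffer, pH 7.2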
Cneo AK release = Cryptococcus neoformans cell lysis inducers, primary screen, AK release luminescence, single concentration; C. neoformans lysis, adenylate kinase release luminescence, 4 h; normalised: neutral wells 0, clomiphene wells 100; lysis activity, % at 15 µM; hit rate 0.2% among 360,000;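 active means mean lysis activity across replicates of at least 80%, whatever share of replicates individually reach that level; inactive means mean lysis activity below 80%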
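Schedule: static 4 h at 37 °C with compound, 1 h detection; system: C. neoformans cells; benchmarks: Clomiphene as positive control; buffer or medium: fresh YPD medium; measure: luminescence rise reflecting yeast cell lysis; measured by: luminescent adenylate kinase detection reagent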
SIRT5 block = SIRT5 desuccinylase inhibitors, primary screen, biochemical, fluorescence imaging, single point, set 5 | NAD-dependent protein deacylase sirtuin-5, mitochondrial (Homo sapiens), Q9NXA8 | inhibition, % at 15 µM | Purified SirT5, succinyl-peptide AMC, trypsin-coupled fluorescence | hit rate 1.1% among 330,000; in the data active means inhibition above about 15%
Target sequence (Q9NXA8 whole entry, looked up): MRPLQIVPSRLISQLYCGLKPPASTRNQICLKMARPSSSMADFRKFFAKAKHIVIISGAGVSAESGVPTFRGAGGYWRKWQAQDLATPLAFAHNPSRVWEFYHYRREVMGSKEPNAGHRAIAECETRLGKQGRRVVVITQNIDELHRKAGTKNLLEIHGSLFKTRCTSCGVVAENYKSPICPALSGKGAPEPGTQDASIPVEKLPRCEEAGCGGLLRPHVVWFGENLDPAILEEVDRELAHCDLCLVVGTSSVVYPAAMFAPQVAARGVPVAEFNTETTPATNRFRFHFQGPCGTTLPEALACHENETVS
C2C12 statin = suppressors of statin myotoxicity in C2C12 myotubes, primary screen, cell-based, single point, plate reader; C2C12 myotubes + simvastatin, ATP luminescence, 48 h; scaled: DMSO 0, geranylgeraniol control 100; rescue of ATP level, % at 7.49 µM; hit rate 0.78% among 330,000;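 active means mean ATP rescue above about 67%, or every replicate alone reaching that limit, limit read from the data, passing the limit was not always enough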;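 further: myotubes were challenged with 10 µM simvastatin during compound exposure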
Xi reactivation = activators of inactive X chromosome reactivation, primary screen, imaging, XiGFP fibroblasts, GFP high-content imaging, set 2; activation, % at 7.58 µM; AID 743238, 2013; XiGFP mouse fibroblasts, % GFP-positive cells imaging, 3 d; cells co-treated with 5-aza-dC sensitizer; scaled so ellipticine positive control = 100%; hit rate 0.055% among 360,000;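 active means mean normalized replicate activation at least 10% and every replicate at or above 10%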;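 further: 0% = median of on-plate neutral control wells and 100% = ellipticine 6 µM median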
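System: 68-5-11 XiGFP fibroblast line | Buffer or medium: DMEM containing 5-aza-dC | Compound: Single point | Times: Compounds 3 days, fix/stain 15 min at room temperature | Benchmarks: Positive control ellipticine, 6 µM final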
ERAP1 inh = human ERAP1 aminopeptidase inhibitors, primary screen, biochemical, single point, plate reader | recombinant ERAP1, Leu-AMC fluorescence, 60 min | inhibition, % at 10.7 µM | AID 652197, 2013 | hit rate 0.15% among 340,000;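 active means mean replicate inhibition of at least 30%, or all replicates individually reaching that 30% level; inactive means mean below 30% and not every replicate reaching it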;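 further: 0% = neutral control wells and 100% = L-leucinethiol positive control wells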
LGR2 inh = inhibitors of bursicon-induced LGR2 CRE-luciferase signal, primary screen, cell-based, HEK293, CRE-luciferase reporter, bursicon stimulation; Drosophila bursicon receptor LGR2 (rickets); bursicon-stimulated, 4 h; inhibition, % at 9.99 µM; hit rate 0.35% among 380,000; AID 720647, 2013;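 active means drop in luminescence signal, shown as inhibition above about 50% in the replicate tests, limit read from the data, passing the limit was not always enough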;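 further: agonist challenge used bursicon conditioned medium at about half maximal strength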
* = called active by the depositor; nt = no result given. The list is partial (hit frequency here may not be typical).

1. Cc1noc(C)c1S(=O)(=O)Nc1ccc2c(c1)CC(=O)N([C@H](C)CO)C[C@H](C)[C@@H](CN(C)CC1CCCCC1)O2
2. CCCCn1c(N)c(N(CC)C(=O)Cc2ccc(S(=O)(=O)N3CCOCC3)s2)c(=O)[nH]c1=O
3. Cc1cc(CNC(=O)c2cccc([N+](=O)[O-])c2)c2ccccc2n1
4. N#Cc1ccc(Cl)cc1NC(=O)COC(=O)c1cccc(S(=O)(=O)N2CCOCC2)c1
5. COC(=O)C1=C(C)NC(=S)NC1/C=C/c1ccccc1 (centres undefined)
6. C[C@@H]1CCCCO[C@@H](CN(C)C(=O)Nc2cccc3ccccc23)[C@H](C)CN([C@H](C)CO)C(=O)c2cc(NC(=O)Nc3ccccc3)ccc2O1

Screen / compound no.,1,2,3,4,5,6
Xi reactivation,0.0,0.0,0.0,0.0,0.0,0.1
PGC1a acetyl inh,13.1,nt,7.7,2.0,nt,-20.1
ERAP1 inh,nt,-8.2,-3.5,-2.3,nt,nt
C2C12 statin,21.8,3.0,15.0,-7.5,-19.2,nt
S100A4 inh HTS,9.8,2.0,-5.6,-2.5,1.5,nt
Cneo AK release,2.2,4.6,0.3,0.2,0.3,0.7
LGR2 inh,-19.6,-1.4,-1.6,6.7,4.8,11.3
SIRT5 block,-0.9,-2.7,-1.9,-5.4,nt,nt

Copied from the list.
cpd 2 – Xi reactivation = 0.0
cpd 4 – ERAP1 inh = -2.3

(more compounds)
7. CCOC(=O)N1CCN(C(=O)CS(=O)Cc2nc(-c3ccc(C)cc3)oc2C)CC1 (centres undefined)
8. COCC(=O)Nc1ccc2c(c1)C(=O)N(C)[C@@H]1CC[C@@H](CC(=O)NCCCN(C)C)O[C@@H]1CO2
9. O=C(C[C@H]1C(=O)N(Cc2cccnc2)C[C@@H]1Cc1ccccc1)Nc1ccc(Br)cc1
10. CCC(=O)N(C)C[C@H]1Oc2ncc(-c3ccc(F)cc3)cc2C(=O)N([C@@H](C)CO)C[C@@H]1C
11. COc1cccc(-c2c(C(=O)N/N=C/c3cccnc3)nnn2-c2nonc2N)c1
12. O=C1N(CCS(=O)(=O)c2ccccc2)Cc2ccccc2C[C@@]12N=C(c1ccc(OCCCO)cc1)O[C@H]2c1ccccc1

Screen / compound no.,7,8,9,10,11,12
Xi reactivation,0.2,0.0,0.1,-1.1,0.2,nt
PGC1a acetyl inh,0.6,5.6,3.2,9.6,nt,-15.4
ERAP1 inh,7.0,0.2,nt,-2.2,-0.9,0.2
C2C12 statin,-5.9,-8.9,-3.9,11.3,39.0,nt
S100A4 inh HTS,1.6,-15.7,-11.7,-19.9,16.5,-22.2
Cneo AK release,0.3,2.4,-0.5,-0.3,1.5,19.9
LGR2 inh,5.5,8.3,5.6,1.2,-2.5,nt
SIRT5 block,1.8,-5.2,3.1,-0.6,-4.4,13.5

13. CC1(C(=O)NS(C)(=O)=O)CCN1C(=O)Cc1ccc(Cl)cc1Cl (centres undefined)
14. CCC(=O)N(CC)C[C@@H]1[C@@H](c2ccccc2)[C@H](CO)N1C(C)=O
15. Cc1c(NC(=O)Nc2cc(F)c(F)cc2Cl)c(=O)n(-c2ccccc2)n1C
16. O=C(Cc1ccc(NC(=O)C2CCN(C(=O)CCc3ccccc3)CC2)cc1)Nc1ccc(C(=O)N2CCOCC2)cc1
17. COc1ccc(C(=O)NCCS(=O)(=O)NCc2ccccc2OC)cc1
18. CCc1cc(C(=O)NCC2CCCO2)sc1C (centres undefined)

Screen / compound no.,13,14,15,16,17,18
Xi reactivation,0.0,0.1,0.0,0.2,0.0,0.3
PGC1a acetyl inh,1.1,-1.9,0.2,nt,nt,nt
ERAP1 inh,9.4,-3.5,-3.2,-2.2,-1.1,-1.0
C2C12 statin,0.0,1.6,nt,-5.8,0.0,1.3
S100A4 inh HTS,-1.8,-13.6,-0.5,-1.6,3.8,-23.4
Cneo AK release,2.1,1.8,-1.1,-1.9,-0.1,0.8
LGR2 inh,-10.6,16.8,-10.3,-4.9,1.0,-15.3
SIRT5 block,nt,1.3,-4.3,-2.6,-0.6,-1.7

19. O=C(O)Cn1cccc1C(=O)c1ccccc1
20. C[C@H](CO)N1C[C@H](C)[C@H](CN(C)Cc2ccncc2)OCCCC[C@H](C)Oc2ccc(NC(=O)Nc3ccc(F)cc3)cc2C1=O
21. Cc1nc2nc(C)c(NS(=O)(=O)c3ccc(C(C)(C)C)cc3)c(=O)n2[nH]1
22. Cc1cc2c3c(c1)C(C)CC(C)(C)N3C(=O)C2=C(C#N)C#N (centres undefined)
23. COc1ccc(C)cc1Nc1n[n+](-c2ccccc2)c(-c2ccc(N(C)C)cc2)s1
24. COc1ccccc1S(=O)Cc1ccc(C(=O)NCc2ccccc2Cl)o1 (centres undefined)

Screen / compound no.,19,20,21,22,23,24
Xi reactivation,nt,-0.1,-0.1,0.1,0.0,0.1
PGC1a acetyl inh,8.8,10.6,-5.3,-30.3,nt,-5.7
ERAP1 inh,-0.8,nt,-1.9,2.4,0.1,-4.7
C2C12 statin,-41.7,-11.1,18.3,-0.4,-16.1,-6.6
S100A4 inh HTS,3.4,nt,0.7,-2.0,-14.6,3.9
Cneo AK release,-8.1,3.8,-1.2,1.1,0.8,-4.0
LGR2 inh,8.6,-11.7,-2.4,-6.7,-20.4,-4.4
SIRT5 block,-1.5,nt,-1.7,-2.9,6.2,nt

Compound profiles (already shown). Screens in order: Xi reactivation | PGC1a acetyl inh | ERAP1 inh | C2C12 statin | S100A4 inh HTS | Cneo AK release | LGR2 inh | SIRT5 block
Shown for `CCCCn1c(N)c(N(CC)C(=O)Cc2ccc(S(=O)(=O)N3CCOCC3)s2)c(=O)[nH]c1=O` → 0.0 | nt | -8.2 | 3.0 | 2.0 | 4.6 | -1.4 | -2.7
Shown for `O=C(O)Cn1cccc1C(=O)c1ccccc1` → nt | 8.8 | -0.8 | -41.7 | 3.4 | -8.1 | 8.6 | -1.5

Next part.
25. C#CC1(NC(=O)NC(C)(C)C)CCCCC1
26. COCC#Cc1cnc2c(c1)C(=O)N([C@@H](C)CO)C[C@@H](C)[C@H](CN(C)S(=O)(=O)c1cccc(OC)c1)O2
27. Cc1ccsc1CN(C(=O)c1ccccc1)C1CCS(=O)(=O)C1 (centres undefined)
28. CCOC(=O)N=S(N)(=O)c1ccccc1 (centres undefined)

Screen / compound no.,25,26,27,28
Xi reactivation,0.3,-0.2,-0.1,nt
PGC1a acetyl inh,nt,0.2,nt,-22.1
ERAP1 inh,-2.0,-0.9,0.3,-2.5
C2C12 statin,nt,-4.7,11.1,0.2
S100A4 inh HTS,1.6,9.7,-0.3,2.6
Cneo AK release,nt,-4.4,3.1,-2.4
LGR2 inh,-24.0,-6.0,3.2,5.9
SIRT5 block,-6.7,-1.1,-0.9,-3.4

Grouped by structure, the compounds so far with an aryl methoxy group (five)
11. COc1cccc(-c2c(C(=O)N/N=C/c3cccnc3)nnn2-c2nonc2N)c1
17. COc1ccc(C(=O)NCCS(=O)(=O)NCc2ccccc2OC)cc1
23. COc1ccc(C)cc1Nc1n[n+](-c2ccccc2)c(-c2ccc(N(C)C)cc2)s1
24. COc1ccccc1S(=O)Cc1ccc(C(=O)NCc2ccccc2Cl)o1 (centres undefined)
26. COCC#Cc1cnc2c(c1)C(=O)N([C@@H](C)CO)C[C@@H](C)[C@H](CN(C)S(=O)(=O)c1cccc(OC)c1)O2

Screen / compound no.,11,17,23,24,26
Xi reactivation,0.2,0.0,0.0,0.1,-0.2
PGC1a acetyl inh,nt,nt,nt,-5.7,0.2
ERAP1 inh,-0.9,-1.1,0.1,-4.7,-0.9
C2C12 statin,39.0,0.0,-16.1,-6.6,-4.7
S100A4 inh HTS,16.5,3.8,-14.6,3.9,9.7
Cneo AK release,1.5,-0.1,0.8,-4.0,-4.4
LGR2 inh,-2.5,1.0,-20.4,-4.4,-6.0
SIRT5 block,-4.4,-0.6,6.2,nt,-1.1

Compound activity (PubChem)
